# OX1R antag-1 – antagonists of human orexin 1 receptor (OX1R); inhibition, % at 6.6 µM; 1.8% of 330,000 active; OX1R-expressing cells, FRET antagonist read-out; AID 485270, 2010; in the data active = inhibition mostly above about 38%, no sharp cut-off; inactive = mostly below about 40%;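 also: 0% = agonist challenge alone and 100% = reference antagonist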
# Target sequence (O43613 whole entry, looked up): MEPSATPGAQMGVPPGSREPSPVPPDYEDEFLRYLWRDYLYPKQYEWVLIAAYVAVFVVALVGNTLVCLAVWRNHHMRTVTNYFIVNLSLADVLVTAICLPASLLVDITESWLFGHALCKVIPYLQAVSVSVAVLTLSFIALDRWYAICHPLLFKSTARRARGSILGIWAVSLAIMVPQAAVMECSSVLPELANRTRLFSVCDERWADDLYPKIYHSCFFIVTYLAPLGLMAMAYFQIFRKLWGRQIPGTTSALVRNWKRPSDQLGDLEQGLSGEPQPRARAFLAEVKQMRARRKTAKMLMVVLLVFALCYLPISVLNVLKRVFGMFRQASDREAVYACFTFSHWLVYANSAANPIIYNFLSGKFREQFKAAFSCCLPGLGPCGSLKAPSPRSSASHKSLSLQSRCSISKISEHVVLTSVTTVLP
# OX1R antag-2 – OX1R (HCRTR1) antagonists, primary screen, fluorescence, CHO/OX1R cells, Fluo-8 calcium, orexin A; 0.43% of 330,000 active; Orexin/Hypocretin receptor type 1 (Homo sapiens), O43613; Fluo-8 calcium fluorescence; inhibition, % at 5 µM; AID 434989, 2010;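 active = inhibition above its plate's threshold, mean inhibition of all tested compounds on the plate plus 3 SD, cut at about 37% in these data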;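 also: 0% = orexin A challenge wells and 100% = SB-334867-A antagonist wells; not every result past the cut was called active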
# An asterisk follows results filed as active.
smiles	OX1R antag-1	OX1R antag-2
COc1ccc(S(=O)(=O)N(CCCN2CCOCC2)Cc2cccc(OC)c2OC)cc1	17.2	-37.0
COc1ccccc1NC(=O)Nc1nc(CC(=O)Nc2cccc(F)c2)cs1	34.4	-15.9
Cc1ccc(S(=O)(=O)N2CC(C)C(=O)CC2C)cc1 (configuration not stated)	28.6	-8.0
O=C(/C=C/c1cn(-c2ccccc2)nc1-c1cccc(Cl)c1)N1CCN(c2ccccn2)CC1	14.1	-23.3
CCOC(=O)N1CCN(S(=O)(=O)c2ccc(OC)c(OC)c2)CC1	10.2	1.5
Cc1nc(SCC(=O)NC(=O)NC2CCCCC2)nc(C)c1C	9.8	-52.0
CCC1(C)CC(CCNS(=O)(=O)c2ccc(C)cc2)(c2ccc(C)cc2)CCO1 (configuration not stated)	5.2	-34.2
CCOc1ccc(NC(=O)C[n+]2ccc(N(C)C)cc2)cc1	8.9	-13.9
Cc1ccc(-c2nnc(SCCC(=O)N3CCOCC3)o2)cc1	13.4	-19.3
COc1ccc(S(=O)(=O)NC(C)C(=O)Nc2ccccc2)cc1Cl (configuration not stated)	43.5	-22.6
COc1ccc(N=Cc2ccc(CNS(=O)(=O)c3ccc(Cl)cc3)o2)cc1	31.5	5.8
CC(C)OCCCNC(=O)C1CCC(CNS(=O)(=O)c2ccc(Cl)cc2)CC1 (configuration not stated)	6.8	-18.4
O=C(CSc1ncn(-c2ccccc2)n1)N1CCc2ccccc21	44.6	-21.1
CC(C)(C)C(=O)N1CCN(S(=O)(=O)c2ccc3c(c2)OCCCO3)CC1	20.7	-5.1
CCN(C(=O)c1cn(C)c(=O)c2cc(OC)c(OC)cc12)c1cc(C)ccc1C	14.3	-32.3
O=C(NCc1ccccc1Cl)C1CCCN1C(=O)Nc1ccccc1 (configuration not stated)	12.2	-17.0
O=C(/C=C/c1ccc2c(c1)OCO2)N1CCN(c2n[nH]c(=O)[nH]c2=O)CC1	17.8	-4.5
CCN1C(=O)CC(NNC(=O)c2ccc(Cl)cc2)C1=O (configuration not stated)	10.6	-14.9
COc1cccc(/C=N/NC(N)=S)c1OCc1ccccc1Cl	25.9	-22.9
CC(C)(C)C(=O)CSc1ncnc2sc3c(c12)CCC3	13.4	-21.9

# The list continues.
smiles	OX1R antag-1	OX1R antag-2
CCOC(=O)c1c(C)[nH]c(C(=O)N2CCN(C(=O)OCC)CC2)c1C	3.4	-14.1
Cc1cccn2c(CNCC(C)Oc3cccnc3)c(C(=O)N3CCOCC3)nc12 (configuration not stated)	12.5	-27.8
Cc1ccc(C(=O)Nc2nc(=O)n(C)s2)cc1	0.4	2.8
CCOC(=O)/C(C(N)=NCc1ccco1)=C(/O)c1ccccc1	13.4	-16.6
O=C(/C=C/Nc1ccc(F)c(F)c1)c1ccc(Br)cc1	16.4	-24.6
CCNC(=S)N1CCC(c2nc3ccccc3s2)CC1	6.7	10.3
COc1ccccc1C(=O)C1CCCN(C(=O)CCC(=O)c2ccccc2)C1 (configuration not stated)	24.0	-47.6
CCc1nnc(NC(=O)C2CCN(C(=O)c3ccco3)CC2)s1	15.5	-18.5
COc1cc(OC)c(C(=O)N/N=C/c2ccoc2)cc1OC	28.1	-47.4
Cc1c(Br)c([N+](=O)[O-])nn1CC(=O)NCCc1ccc(Cl)cc1	6.1	-17.9
CCOC(=O)CN1CC23C=CC(O2)C(C(=O)Nc2ccc(F)cc2)C3C1=O (configuration not stated)	3.5	-18.8
C[C@H](NC(=O)N1CCn2c1nc1ccccc12)C(=O)NCC1CCCO1 (some centres not stated)	2.1	-17.5
Cc1cccc(N(C)c2cc(C)nc3ncnn23)c1	9.5	7.0
CCOC(=O)C1=C(COC(=O)COc2ccc(Br)cc2)NC(=O)NC1C (configuration not stated)	26.6	-12.0
Cc1ccc(Cl)c(NC(=O)COC(=O)c2nn(-c3ccccc3)cc2O)c1Cl	15.5	-20.1
O=C(OCc1ccccc1Cl)c1cccnc1Cl	18.8	0.9
CCOC(=O)C1=NNC(C(=O)c2ccc(OC)cc2)C1c1ccccc1 (configuration not stated)	32.0	-22.1
COc1ccccc1C(=O)C1CCCN(C(=O)c2ccc(C(C)=O)s2)C1 (configuration not stated)	10.2	-18.8
Cc1ccc(N2CC(NS(=O)(=O)c3cc(F)ccc3F)CC2=O)cc1C (configuration not stated)	19.2	-15.3
COc1ccc(OCc2nnc(SCC(N)=O)n2-c2ccccc2OC)cc1	8.6	-12.4

# Look-ups from the entries so far:
# In OX1R antag-2, COc1cc(OC)c(C(=O)N/N=C/c2ccoc2)cc1OC is listed with -47.4
# In OX1R antag-1, O=C(OCc1ccccc1Cl)c1cccnc1Cl is listed with 18.8

# Continued:
smiles	OX1R antag-1	OX1R antag-2
O=C(COC(=O)/C=C/c1cccc(Cl)c1)Nc1ccc2[nH]c(=O)[nH]c2c1	10.7	-16.8
Cc1c(O)ccc(C(=O)COc2ccccc2F)c1O	37.1*	7.0
CCCOc1ccc(Oc2cc(C)nc(SC)n2)nn1	19.1	-4.7
Cc1nn(C)c(C)c1S(=O)(=O)N1CCCC(C(=O)NCCc2ccc(Cl)cc2)C1 (configuration not stated)	12.7	-45.4
CCCCCN=CC1=C(O)CC(c2ccccc2)CC1=O (configuration not stated)	16.1	-55.1
COc1cc2nc(SCC(N)=O)n(CCC3=CCCCC3)c(=O)c2cc1OC	7.5	-24.9
CCc1noc(C)c1C(=O)NCCc1ccc(OC)c(OC)c1	5.7	-12.0
CCc1ccc(N=C2NC(=O)/C(=C/c3cc(Br)c(OCC(=O)O)c(OC)c3)S2)cc1	15.7	0.8
CC(NC(=O)Nc1ccc(F)cc1)c1ccc2c(c1)OCO2 (configuration not stated)	15.5	-0.3
Cc1ncsc1CCOC(=O)c1ccc([N+](=O)[O-])cc1	81.9*	-18.9
CCC(=O)c1ccc(OCC(O)CN(CCc2ccccc2)Cc2ccccc2)cc1 (configuration not stated)	25.2	-70.3
c1coc(-c2ccnc3nc(-n4cccc4)nn23)c1	26.1	-9.1
CC(C)=CCc1c(O)ccc(C2COc3c(CC=C(C)C)c(O)cc(O)c3C2=O)c1O (configuration not stated)	12.4	-9.6
CC(C)(C)c1ccc(CN(Cc2ccco2)Cc2nnnn2C2CCCC2)cc1	11.9	-21.5
CCCCCC[N+](C)(C)CCSSCC[N+](C)(C)CCCCCC	0.7	-16.9
Nc1cc(C(F)(F)F)ccc1N1CCOCC1	11.5	-0.8
Cc1cc(OCC(=O)NCc2cccnc2)c2c(C)c(C)c(=O)oc2c1	11.9	-19.4
COC(=O)c1ccc(CSc2nc(C(F)F)cc(C)c2C#N)o1	17.5	-34.1
CCOC(=O)c1c(C)[nH]c(C)c1C(=O)CSc1nc2ccccc2c(=O)n1-c1ccc(F)cc1	18.8	-36.2
O=C(Cn1c(C(F)(F)F)nc2ccccc21)c1ccc(Cl)cc1	22.7	-16.4

# An excerpt from above in order of formula weight, highest first.
smiles	OX1R antag-1	OX1R antag-2
Cc1nn(C)c(C)c1S(=O)(=O)N1CCCC(C(=O)NCCc2ccc(Cl)cc2)C1 (configuration not stated)	12.7	-45.4
O=C(COC(=O)/C=C/c1cccc(Cl)c1)Nc1ccc2[nH]c(=O)[nH]c2c1	10.7	-16.8
Cc1cc(OCC(=O)NCc2cccnc2)c2c(C)c(C)c(=O)oc2c1	11.9	-19.4

# (listing goes on)
smiles	OX1R antag-1	OX1R antag-2
Nc1ccccc1S(=O)(=O)C(F)F	4.7	-5.9
CCC(C)c1ccccc1NC(=O)COC(=O)c1ccc(C)c(NC(=O)c2ccco2)c1 (configuration not stated)	5.9	-28.0
CC(C)c1ccc(OCCCCN2CCCCC2)cc1	4.0	-16.3
O=C(Cc1cccs1)N1CCCC(c2nc3c(nnn3Cc3cccc(Cl)c3)c(=O)[nH]2)C1 (configuration not stated)	1.2	-53.8
COc1ccc(Cc2nnc(SCc3nc4ccccc4c(=O)[nH]3)n2C)cc1	-3.4	-9.1
CC(C)CN(C(=O)c1cccc(S(=O)(=O)N2CCCCC2)c1)C1CCS(=O)(=O)C1 (configuration not stated)	2.6	-40.9
O=C(C1CCCO1)N1N=C(c2ccc(Br)cc2)CC1c1ccco1 (configuration not stated)	17.6	-13.3
CCOC(=O)c1cc2c(=O)n3ccccc3nc2n(C)c1=NC(=O)c1c(-c2c(F)cccc2Cl)noc1C	17.1	-11.3
COc1ccc(OC)c(NC(=O)c2cc(-c3ccc(C)cc3O)n[nH]2)c1	20.0	-4.3
C=C(C)COc1ccc(-c2nc(N)nc(C)c2-c2ccc(OC)cc2)c(O)c1	13.1	-32.6
CC(C)CNC(=O)c1ccc(C2SCC(=O)N2Cc2ccccc2)cc1 (configuration not stated)	-4.9	-18.2
COC(=O)NC1CSCC1OC(=O)CCN1C(=O)c2ccccc2C1=O (configuration not stated)	28.0	-9.4
Cc1c(C(=O)OCC(=O)NCCN2C(=O)CSC2=O)oc2c1ccc1ccccc12	76.7*	22.4
NC(=O)c1ccsc1NC(=O)CSc1n[nH]c(N)n1	-1.2	-0.4
CC(=O)Nc1nc(C(F)(F)F)cs1	16.7	1.7
COc1ccc(C(=O)CC(=O)C(=O)Nc2ccc(C)c(Cl)c2)cc1	9.2	-24.4
CC(C)C(C)(C#N)NC(=O)CSc1nnc(-c2ccncc2)n1Cc1ccccc1 (configuration not stated)	4.9	-4.8
N#Cc1c(NC(=S)NC(=O)c2ccccc2)sc2c1CCCC2	13.7	-23.5
O=C(CCN1C(=O)C2C3C=CC(C3)C2C1=O)N1CCN(c2ccccc2F)CC1 (configuration not stated)	-2.0	-21.4
Cc1c(Oc2ccc(C(F)(F)F)cc2[N+](=O)[O-])ccc2c3c(c(=O)oc12)CCC3	19.5	-18.1

# Following part:
smiles	OX1R antag-1	OX1R antag-2
O=C(N/N=C/c1ccc(Sc2ccccn2)o1)c1cccc([N+](=O)[O-])c1	21.6	-19.3
COCCn1c(N)c(Sc2ccc(Cl)cc2)c(=O)[nH]c1=O	12.2	-19.2
CSc1nc2ccc(NC(=O)c3nn(C(C)C)c(=O)c4ccccc34)cc2s1	10.4	-35.5
CNC(=O)c1c(O)c2cccc3c2n(c1=O)CC3	13.0	-16.5
O=C(CN1CCN(S(=O)(=O)c2ccc(F)c(Cl)c2)CC1)N1CCOCC1	-1.1	-2.9
O=C(NCc1ccco1)c1ccc(COc2ccc(Cl)cc2)cc1	12.8	-4.2
CCCNC(=O)C1CCN(S(=O)(=O)c2ccc3nc4c(c(C(=O)O)c3c2)CCCCC4)CC1	15.6	-9.9
CCOC(=O)c1c(C)[nH]c(C)c1C(=O)COC(=O)[C@@H](NC(=O)c1ccccc1OCC)C(C)C	18.2	-25.1
COc1ccc(CCNC(=O)C2CCN(C(=O)c3ccccc3)CC2)cc1	-7.6	-18.5
CC1(c2ccccc2Cl)NC(=O)N(CC(=O)Nc2ccc3c(c2)OCO3)C1=O (configuration not stated)	1.7	-14.8
COc1ccc(-n2c(/C=C3\C(=O)N(C)c4ccccc43)nc3ccccc3c2=O)cc1	13.9	-53.2
C=CCNC(=O)c1ccccc1S(=O)c1ccccc1C#N (configuration not stated)	12.4	-15.8
Cc1cccc(C)c1NC(=O)c1ccc(-c2ccc(Cl)cc2Cl)o1	26.7	-18.8
Cn1nnnc1SCc1cn2cccnc2n1	21.9	-1.7
COc1cc(OC)cc(C(=O)NCC(=O)NCc2ccccn2)c1	1.5	-10.2
c1coc(CNc2c3c(nc4ncnn24)CCC3)c1	10.9	-21.2
CCc1cccc(C)c1NC(=O)Cn1nc(C)n2cccc2c1=O	10.3	-18.8
COc1ccccc1CC(=O)Nc1ncc(C)s1	4.1	-16.4
NC(=S)N/N=C/c1cccc(/C=N/NC(N)=S)c1	7.4	-6.7
Cc1ccc2c(c1)NC(=O)C(N1CCOCC1)(C(F)(F)F)O2 (configuration not stated)	3.2	0.3

# The list goes on:
smiles	OX1R antag-1	OX1R antag-2
Cc1cccc(/C(N)=N/OC(=O)COc2ccccc2Cl)c1	1.6	-10.5
COc1ccc(Cl)cc1NC(=O)NC(C)c1ccncc1 (configuration not stated)	6.1	-22.0
O=C(Nc1nc(-c2ccccc2)cs1)C1c2ccccc2Oc2ccccc21	23.2	-8.2
O=C(/C=C/Nc1ccc([N+](=O)[O-])cc1Br)c1cccc2ccccc12	15.9	-23.1
O=C(CSc1nnc(COc2ccc(Cl)cc2)o1)N1c2ccccc2CCc2ccccc21	35.5	-13.7
Nc1c(C(=O)Nc2ccc3c(c2)OCCO3)nnn1Cc1cccc(Cl)c1	26.2	-8.2
CC(=O)Nc1ccc(-c2csc(NC(=O)c3ccc(C)o3)n2)cc1	24.2	-8.2
CCS(=O)(=O)N1CCC(C(=O)NCCCN2CCN(c3ccccc3F)CC2)CC1	9.2	-17.0
CC(=O)SC(C)CC(=O)NCc1ccccc1 (configuration not stated)	19.9	-2.7
O=C(NCCN1CCCC1)c1ccc(Br)cc1	0.5	-9.9
Cc1[nH]cnc1CSCc1ccc(Cl)cc1	11.4	-4.5
Cc1nc2sc(C(c3ccc(Cl)cc3)N3CC(C)OC(C)C3)c(O)n2n1 (configuration not stated)	13.2	-6.7
OCCN(Cc1ccccc1)Cc1ccccc1F	21.6	-14.2
Cc1ccc(C(OCCN(C)C)c2cccc(C(F)(F)F)c2)cc1 (configuration not stated)	-0.7	-24.9
CCC(Cc1ccccc1)NC(=O)/C=C/c1ccco1 (configuration not stated)	3.7	-4.5
CC(C)[C@H](NC(=O)[C@H]1N2C(=O)c3ccccc3C2SC1(C)C)C(=O)NCc1ccco1 (some centres not stated)	12.4	-3.4
CC1(C)CCN2CCC(C)(C)c3c(O)ccc1c32	14.4	40.5*
Cc1cc(NC(=O)CSc2nccn2C)n(-c2ccccc2)n1	5.5	-4.4
Cc1ccccc1C(=O)NCCNC(=O)c1ccccn1	17.8	-0.1
COc1ccc(-c2nn(-c3ccccc3)cc2/C=C/C(=O)OCC(=O)Nc2ccc(C#N)cc2)cc1	-2.8	-29.2
C=CCNC(=O)Nc1ccc(F)c(Cl)c1	15.9	3.0

# Screening results as filed in PubChem BioAssay.
